# Tau fluor cs – counter-screen for tau fibril formation inhibitors. tau K18 P301L (four-repeat tau fragment) Alexa594 fluorescence, heparin fibrillization. Potency, µM (series often up to 57.7 µM), for inactives: top-dose activity change, negative = decrease. 0.93% of 280,000 active. AID 1463; also: % is scaled to controls: 0 for no effect and ±100 for the full control effect; nearly all actives have a fitted effect of over 55% in size
#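 Human K18 P301L tau (15 uM unlabeled plus 0.24 uM Alexa 594-labeled, final) in 100 mM sodium acetate pH 7 was mixed with compound and 20 uM heparin and incubated 6 hr at 37 C.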
# GAA inhib – blocks human lysosomal alpha-glucosidase. P10253. purified human GAA, 4-MU-alpha-glucoside fluorescence. Potency, µM (top dose mostly 76.9 µM), inactives show top-dose activity change, negative = inhibition, actives largely listed as inhibitors. 0.005% of 200,000 active. AID 1466;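 also: plate controls were uninhibited enzyme wells for no effect and no-enzyme background for full effect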
#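 Activity normalized between no-enzyme (basal) and enzyme-only wells. Conditions: 4 nM human enzyme, 400 uM fluorogenic substrate, citrate/phosphate pH 5.0 with Tween-20, 20 min room temperature, compounds up to 77 uM.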
# ALDH1A1 inh – ALDH1A1 (human) enzyme inhibition; Potency, µM (series often up to 75.3 µM), inactives show at the highest dose activity, negative = inhibition, usual class: inhibitors; AID 1030; P00352; Purified ALDH1A1, NADH fluorescence, propionaldehyde substrate; 7.3% of 220,000 active; active = well fitted inhibition curve with a large enough effect, not every such curve was filed as active; inconclusive = small, poorly fitted or top-dose-only effect, or another doubt; inactive = no such curve, though single readings can be large or run the other way;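 also: plate controls were no enzyme wells and a reference inhibitor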
# NPSR antagonist – antagonists of human neuropeptide S receptor cAMP signaling; 1% of 220,000 active; Q6W5P4; CHO-NPSR cells, cAMP TR-FRET, antagonist mode; Potency, µM (series often up to 38.3 µM), without a hit: top-dose activity change, negative = inhibition, usual class: inhibitors; also: % is scaled to controls: 0 for no effect and ±100 for the full control effect; nearly all actives have a fitted effect of over 50% in size; many of its hits are not listed in these tables
# Target sequence (Q6W5P4 whole entry, looked up): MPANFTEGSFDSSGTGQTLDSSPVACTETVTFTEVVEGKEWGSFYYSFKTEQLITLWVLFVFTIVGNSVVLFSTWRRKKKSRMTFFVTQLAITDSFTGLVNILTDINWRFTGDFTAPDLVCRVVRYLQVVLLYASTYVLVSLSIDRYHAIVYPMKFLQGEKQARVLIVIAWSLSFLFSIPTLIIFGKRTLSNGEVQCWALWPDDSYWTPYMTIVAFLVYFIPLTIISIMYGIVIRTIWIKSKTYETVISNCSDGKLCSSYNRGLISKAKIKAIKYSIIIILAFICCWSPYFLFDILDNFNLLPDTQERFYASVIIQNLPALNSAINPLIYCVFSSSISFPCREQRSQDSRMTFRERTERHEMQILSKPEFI
# aGlu spleen mod – lysosomal alpha-glucosidase (human) modulation; P10253; Potency, µM (series often up to 79.9 µM), for the others: at the highest dose activity change, negative = inhibition, actives largely listed as inhibitors; human spleen homogenate, 4-MU-alpha-glucoside fluorescence; 0.006% of 240,000 active;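 also: 0% = enzyme with vehicle and -100% = no enzyme basal signal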
#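 Compounds were titrated against alpha-glucosidase in spleen homogenate at pH 5.0, with 1 mM 4-methylumbelliferyl substrate for 40 min at 37 C. Reactions were quenched with pH 10 NaOH/glycine and fluorescence measured.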
# GLA spleen mod – inhibits or activates alpha-galactosidase in human spleen homogenate; P06280; human spleen homogenate, 4MU-alpha-Gal fluorescence, 40 min; Potency, µM (doses to about 80 µM), for the others: top-dose activity change, negative = inhibition, usual class: inhibitors; 0.008% of 240,000 active; AID 2107;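 also: 0% = enzyme with vehicle and -100% = no enzyme basal signal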
# Target sequence (P06280 32-429 limits assumed): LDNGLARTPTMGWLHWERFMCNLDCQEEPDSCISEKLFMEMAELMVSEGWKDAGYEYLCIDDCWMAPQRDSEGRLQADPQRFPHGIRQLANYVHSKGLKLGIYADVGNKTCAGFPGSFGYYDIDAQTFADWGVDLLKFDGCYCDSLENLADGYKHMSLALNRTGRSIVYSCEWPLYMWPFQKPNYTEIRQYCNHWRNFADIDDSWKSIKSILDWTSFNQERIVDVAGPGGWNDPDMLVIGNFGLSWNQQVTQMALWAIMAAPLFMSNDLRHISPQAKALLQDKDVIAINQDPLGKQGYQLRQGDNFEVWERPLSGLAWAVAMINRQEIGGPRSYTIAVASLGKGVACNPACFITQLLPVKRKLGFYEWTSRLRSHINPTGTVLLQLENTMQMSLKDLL
#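 Inhibition or activation of alpha-galactosidase in human spleen homogenate is scored by 4-MU fluorescence after 40 min at 37C, pH 5.0, with 1 mM substrate. AC50s come from concentration-response fitted to the Hill equation.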
# Epigenetic derep – regulators of epigenetic silencing causing reporter derepression in mouse cells; murine LDR cells, GFP reporter derepression, 30 h; Potency, µM (doses to about 53.9 µM), inactives show top-dose GFP activation, hits mostly activators; 0.2% of 280,000 active; AID 1865; also: % of control where 0% means no effect; nearly all actives have a fitted effect of over 60% in size
#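 Readout is the number of GFP-expressing murine LDR cells, counted by cytometry following washing. Cells were treated with compound for 30 h at 37 C; the stably integrated CMV-GFP locus is normally silent.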
# GAA glycogen – alters human alpha-glucosidase cleavage of glycogen; recombinant GAA, glycogen substrate, Amplex Red glucose oxidase fluorescence; Potency, µM (highest dose often 76.4 µM), without a hit: at the highest dose activity change, negative = inhibition, usual class: inhibitors; AID 2100; 0.38% of 300,000 active; P10253;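 also: 0% = full enzyme reaction and -100% = no-enzyme basal signal; the screen sought inhibitors and activators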
#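 qHTS, 1536-well; enzyme 4 nM final; cpd up to 77 uM; substrate bovine liver glycogen 30 ug; 50 mM citrate/phosphate pH 5.0, 0.01% Tween-20; 37 C, 40 min; Amplex Red detection 45 min RT; Hill fit → AC50.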
# Starred values were filed as active, the others as inactive; u = inconclusive; x = not tested or not shown; & = joins results of further samples; [ ] = remark or other dose. Unless noted, calls follow the shape of the dose curve; as a rule, active = well fitted curve in the direction sought with a large enough effect; inconclusive = small, poorly fitted or top-dose-only effect, or another doubt; inactive = no such curve, though single readings can be large; an effect the other way counts as inactive or inconclusive. Potency is read from the fitted curve at half-maximal effect. Some of the compounds tested; the hit share may differ from the screen's.
# A first look (two entries):
SMILES,Tau fluor cs,GAA inhib,ALDH1A1 inh,NPSR antagonist,aGlu spleen mod,GLA spleen mod,Epigenetic derep,GAA glycogen
CC(C(=O)N(C)C)N(C#N)c1nc(N(C)C)nc(N(C)C)n1 (stereo unspecified),-6%,1%,1%,10%[7.67 µM],8%,2%,-1.6%,1%
Cc1ccc(N=C2NC(=O)/C(=C\c3ccsc3)S2)c(C)c1,6%,-6%,-5%,-48%,-6%,-7%,-1.1%,10%

# The whole of this part (from the top)
SMILES,Tau fluor cs,GAA inhib,ALDH1A1 inh,NPSR antagonist,aGlu spleen mod,GLA spleen mod,Epigenetic derep,GAA glycogen
CC(C(=O)N(C)C)N(C#N)c1nc(N(C)C)nc(N(C)C)n1 (stereo unspecified),-6%,1%,1%,10%[7.67 µM],8%,2%,-1.6%,1%
Cc1ccc(N=C2NC(=O)/C(=C\c3ccsc3)S2)c(C)c1,6%,-6%,-5%,-48%,-6%,-7%,-1.1%,10%
CN1CCC(N(C)C(=O)CNC(=O)c2ccc(C(C)(C)C)cc2)CC1,-6%,-1%,-17%,21%,-11%,-1%,-0.1%,5%
CSc1ccccc1-n1nnnc1SCc1ccccc1,-19%,-7%,7.1µM*,-25%[46.1 µM],-5%,-5%,-1.1%,-7%
COC(=O)c1cc(C#N)c(N2CC(C)OC(C)C2)nc1C (stereo unspecified),-7%,-6%,-11%,6%,1%,-4%,-0.4%,-1%
Oc1ccc(Cl)cc1-c1cc(C(F)(F)C(F)F)nc(-c2ccccc2)n1,-10%,-7%,5%,-8%[46.1 µM],1%,5%,-2.5%,-4%
CC1Cc2ccccc2N1CC(=O)NCc1ccc2c(c1)OCO2 (stereo unspecified),-12%,-6%,u,-14%[46.1 µM],-8%,2%,1.0%,2%
Cc1cc(C(=O)COC(=O)c2ccc(O)cc2)c(C)n1Cc1ccco1,-30%,3%,7.9µM*,-17%,0%,6%,-0.9%,-4%
CC(=O)n1cc([C@@H]2C=C(C(=O)N3CCN(Cc4ccc5c(c4)OCO5)CC3)O[C@H](OCCCCO)C2)c2ccccc21,0%,x,1%,50%,10%,8%,-1.3%,11%
COC(=O)[C@@]1(C)C=C[C@@H](Cc2ccccc2)N1C,-12%,x,u,x,3%,5%,-4.2%,x
COC(=O)c1nnn(CC(=O)NC(=O)Nc2cccc(Cl)c2C)c1C(=O)OC,-16%,3%,9%,-4%,-2%,1%,-3.5%,1%
Cc1ccc(NC(=O)CSC2=C(C#N)C(c3ccc4c(c3)OCO4)CC(=O)N2)cc1C (stereo unspecified),-25%,-9%,1%,-22%[46.1 µM],2%,-9%,-0.8%,5%
Cc1ccc(S(=O)(=O)C2CCCCC2=O)cc1 (stereo unspecified),-5%,1%,2%,5%,-1%,0%,-1.0%,-6%
C=C(c1cccc2ccccc12)P(=O)(O)O,8%,1%,3%,3%[46.1 µM],-7%,1%,0.0%,2%
COc1ccc(-c2csc(Cc3nnc4n3CCCCC4)n2)cc1OC,-1%,-3%,u,11%[46.1 µM],-3%,-8%,0.2%,10%
Cc1ccc(CNC(=O)C(C(=O)NCc2ccc(C)o2)c2ncc(C(F)(F)F)cc2Cl)o1,-6%,4%,-12%,-9%,x,-6%,-2.6%,-2%
COc1ccc(OC)c(C2=NOC(C(=O)Nc3cccc(C(C)=O)c3)C2)c1 (stereo unspecified),-25%,0%,-9%,-15%[46.1 µM],7%,-6%,-0.2%,-9%
N[C@H]1CCN(O)C1=O,-8%,x,-4%,x,12%&-1%,17%&-10%,-0.4%,x
COc1ccc(S(=O)(=O)NC2CCCCC2)cc1C,-5%,u,2%,-10%[46.1 µM],1%,3%,-2.1%,-1%
Cc1cc2ncn(CCOc3ccccc3C#N)c2cc1C,-10%,-12%,4%,-26%[46.1 µM],-2%,-6%,0.7%,1%

# Part of the list above, limited to Epigenetic derep, ALDH1A1 inh and GAA glycogen:
SMILES	Epigenetic derep	ALDH1A1 inh	GAA glycogen
COC(=O)[C@@]1(C)C=C[C@@H](Cc2ccccc2)N1C	-4.2%	u	x
COC(=O)c1nnn(CC(=O)NC(=O)Nc2cccc(Cl)c2C)c1C(=O)OC	-3.5%	9%	1%
Cc1ccc(NC(=O)CSC2=C(C#N)C(c3ccc4c(c3)OCO4)CC(=O)N2)cc1C (stereo unspecified)	-0.8%	1%	5%

# New compounds follow:
SMILES,Tau fluor cs,GAA inhib,ALDH1A1 inh,NPSR antagonist,aGlu spleen mod,GLA spleen mod,Epigenetic derep,GAA glycogen
CCn1c(C)nc([N+](=O)[O-])c1C(=O)O,-1%,5%,7%,12%,1%,3%,0.1%,3%
CCC(=O)N(C)CCc1cc2c(c(OC)c1/C=N/NS(=O)(=O)c1ccc(C)cc1)OCO2,-5%,x,x,-8%,0%,-4%,0.0%,-7%
CC1CCc2c(sc(NC(=O)CSc3ncnc4c3cnn4-c3ccccc3Cl)c2C#N)C1 (stereo unspecified),-10%,-3%,7%,-11%[46.1 µM],-5%,1%,3.5%,-2%
CCOc1ccc2nc(SC3CC(=O)N(c4ccc(OC)cc4OC)C3=O)sc2c1 (stereo unspecified),-8%,9%,25µM*,0%,2%,-4%,1.0%,-3%
COc1ccc(CCNC(=O)CN(C)S(=O)(=O)c2ccc(Br)s2)cc1OC,-3%,-2%,-2%,-2%,3%,4%,3.8%,-4%
Cc1cccc(NC(=O)c2ccc([N+](=O)[O-])o2)c1,-1%,x,x,-17%,5%,8%,4.5%,2%
CN(C)S(=O)(=O)c1cccc(NC(=O)c2cc3c(=O)n4ccccc4nc3s2)c1,-13%,u,u,4%,-11%,21%,2.0%,16%
CC(C)(C)OC(=O)N1CCC(C(=O)O)CC1,-5%,0%,4%,-15%[46.1 µM],-7%,-4%,4.5%,11%
CS(=O)(=O)N(CC(=O)Nc1ccc(S(=O)(=O)N2CCCC2)cc1)c1cccc(F)c1,-18%,x,x,-12%,-1%,5%,2.3%,-5%
COc1ccc(N(C=O)C(=S)SC)cc1,-10%,x,x,-1%,5%,0%,-1.2%,-5%
CCOC(=O)C1=C(c2ccccc2)NC(SCC(=O)NC2CCCCC2)=C(C#N)C1c1ccco1 (stereo unspecified),-26%,-2%,18µM*,u,0%,5%,1.5%,-15%
COc1ccc(Nc2nnc(SCC(=O)Nc3cc(C)on3)s2)cc1,-13%,-13%,-7%,2%[46.1 µM],-3%,-4%,0.0%,3%
Cc1ccccc1C(=O)OC(C)CN1CCOCC1 (stereo unspecified),-7%,-11%,0%,-14%,7%,-4%,0.0%,-10%
CCOc1ccc2nc(/N=C/c3c(C)[nH]n(-c4ccc(C)cc4)c3=O)sc2c1,-27%,5%,-6%,-11%,-4%,0%,-3.2%,5%
Cc1ccc(NC(=O)CC2S/C(=N/N=C3/NC(=O)CS3)NC2=O)cc1 (stereo unspecified),1%,9%,-3%,9%,3%,-3%,-3.6%,9%
O=C(Nc1cc(Cl)cc(Cl)c1)C(NCCO)c1ccccc1 (stereo unspecified),2%,0%,u,3%[46.1 µM],-3%,2%,-1.1%,6%
Oc1ccc(-c2csc(Nc3ncccn3)n2)cc1,-28%,-6%,13%,2%,0%,-2%,-1.7%,4%
Cc1cc(C)cc(NC(=O)Nc2ccc(N3CCCCC3)cc2)c1,20µM*[quencher],u,14%,u,-2%,6%,u,-10%
COc1ccc(/C=C/C(=O)NCC(=O)N/N=C/c2cccnc2)cc1,-1%,-14%,1%,4%,2%,-8%,-1.1%,-7%
Cc1ccc(-n2c3c(cc(C(=O)NC4CCSC4=O)c2=O)C(=O)CC(C)(C)C3)cc1 (stereo unspecified),-9%,-4%,u,-20%[46.1 µM],-14%,8%,-3.1%,2%
CCOc1ccc(/C=C2\SC(=S)N(NS(=O)(=O)c3ccccc3)C2=O)cc1OC,-6%,x,x,-34%,-7%,-7%,0.0%,5%
COC(=O)c1sc(N)c(C(=O)OC)c1COC(=O)c1c(C)noc1C,-23%,-4%,-11%,u,-7%,1%,1.5%,1%
Cc1ccc(C(=O)CSc2nnc(COc3ccc(C#N)cc3)n2-c2ccccc2)cc1,-13%,-6%,1%,-2%[46.1 µM],10%,3%,-0.3%,1%
CCCC(=O)c1ccc(N2CCC(C)CC2)c(F)c1,-18%,u,4%,-17%,-12%,4%,1.1%,-1%
Nn1cc(-c2ccccc2)nc1SCC(=O)Nc1cccc(S(N)(=O)=O)c1,-10%,x,x,12%,1%,16%,-4.4%,-2%
CCOC(=O)C1(Cc2ccccc2)CCCN(Cc2cnn(CC)c2)C1 (stereo unspecified),0%,4%,7%,-13%,8%,10%,1.9%,-5%
CSc1ccccc1NC(=O)COC(=O)c1ccc(O)cc1,-20%,-1%,-8%,-12%,0%,2%,0.0%,-23%
COC(=O)c1ccc(C)c(NC(=O)CCSc2ccccc2)c1,-4%,-9%,-16%,-2%[46.1 µM],-3%,1%,6.0%,12%
CC1CCN(c2nc3c(c(=O)n(C)c(=O)n3C)n2CCSc2nc3ccccc3s2)CC1,0%,-6%,u,-25%[46.1 µM],-9%,-7%,-6.2%,9%
CC(=O)c1cc2c(cc1NC(=O)C1CC=CCC1C(=O)O)OCO2 (stereo unspecified),-1%,-2%,4%,-11%[46.1 µM],-4%,-7%,-1.1%,8%
CCOc1c2ccc(C(=O)NCCc3ccc(C)cc3)cc2nn1CC,-11%,10%,u,-3%[46.1 µM],-2%,8%,-1.0%,5%
Cc1ccc(C)c(C(=O)CN2Cc3ccccc3C2=O)c1,8%,x,x,-2%,-4%,-1%,0.0%,-4%
FC(F)(F)c1cc(C(F)(F)F)n2nc(-c3sccc3-n3cccc3)cc2n1,-2%,-2%,17%,-27%[46.1 µM],-10%,-5%,-1.1%,-6%
CCC(C)C(=O)OCC1(c2ccc(C)cc2OC(=O)C(C)C)CO1 (stereo unspecified),-3%,x,x,3%,-1%,1%,2.7%,-15%
Cc1ccc(NC(=O)c2ccc(F)cc2)cc1S(=O)(=O)N1CCCCCC1,u,-4%,-4%,-49%,3%,5%,0.9%,1%
Cc1c(O)ccc(-c2[nH]ncc2-c2nc3ccccc3s2)c1O,u,-2%,u,-26%[46.1 µM],-19%,-20%,-4.6%,-17%
O=C(O)CCn1cc(/C=C\C(=O)c2ccc(Cl)cc2)c(-c2cccc(Br)c2)n1,-3%,-11%,u,u,-1%,-5%,0.0%,9%
COC(=O)c1cccc(-n2c(CCC(=O)O)ccc2-c2cccs2)c1,-16%&-10%,-9%[15.4 µM],4µM*,13%,0%,0%,-1.7%&0.0%,-26%
Fc1ccc(N/N=C2/CCSc3sccc32)c(F)c1,u,3%,19µM*,-21%,-14%,3%,0.5%,u
